# RGS4 pot = RGS4 potentiators or activators, primary screen, cell-based, HEK293 M3R inducible RGS4, calcium flux | B-score at 10 µM | carbachol calcium flux Fluo4; active compounds read low | 310,000 tested, 0.92% active;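 active = B-score of the integrated calcium signal more than 4 SD below the library mean, with starting fluorescence not abnormally high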;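 also: negative B-score means reduced calcium response which marks RGS4 activation or potentiation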
#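 Test system: HEK293 cells with stable M3R and inducible RGS4; also added: carbachol at ECmax as muscarinic agonist stimulus; schedule: dye loading 30 min 37 °C, buffer rest 30 min RT; technique: kinetic calcium fluorescence imaging with Fluo4-AM dye, 2 µM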
# hERG rescue = hERG rescue from dofetilide block, primary screen, cell-based, CHO-hERG, FluxOR thallium flux, dofetilide IC70; Voltage-gated inwardly rectifying potassium channel KCNH2 (Homo sapiens), Q12809; dofetilide IC70 present; activation (rescue from dofetilide block), less the hit threshold, % at 10 µM; 310,000 tested, 0.51% active;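 active = activation above the mean of controls blocked by dofetilide plus 5 SD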;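 also: thallium influx through hERG after potassium depolarization seen as dye fluorescence rise; in these data hits start at about 4.7%; inactives centre near -7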
# GSK3beta inhib = human GSK3beta kinase inhibitors, primary screen, biochemical, cell-free homogeneous, HTS | Glycogen synthase kinase-3 beta (Homo sapiens), P49841 | GST-GSK3beta kinase, ADP-Glo luminescence, 60 min; active compounds read low | activity score (negative = inhibition), % at 10 µM | 300,000 tested, 0.038% active | AID 2097, 2009;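 active = more than half of replicate wells score below -50%, meaning over 50% inhibition versus plate controls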;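 also: 0% = median DMSO wells and -100% = median GW8510 positive control wells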
# Target sequence (P49841 whole entry, looked up): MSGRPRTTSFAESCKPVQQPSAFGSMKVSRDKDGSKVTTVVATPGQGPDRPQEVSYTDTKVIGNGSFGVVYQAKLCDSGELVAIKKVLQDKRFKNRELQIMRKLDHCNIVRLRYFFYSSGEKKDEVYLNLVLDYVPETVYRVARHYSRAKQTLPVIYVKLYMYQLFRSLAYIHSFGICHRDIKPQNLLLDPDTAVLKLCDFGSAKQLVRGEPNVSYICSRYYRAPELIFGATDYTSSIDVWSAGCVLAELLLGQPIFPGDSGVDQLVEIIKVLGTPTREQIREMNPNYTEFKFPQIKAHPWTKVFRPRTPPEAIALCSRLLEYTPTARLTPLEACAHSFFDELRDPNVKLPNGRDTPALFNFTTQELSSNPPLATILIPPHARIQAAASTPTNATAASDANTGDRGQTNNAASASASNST
#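 Assay system: GST-tagged human GSK3beta kinase, cell-free; Input: 1.6 ng GSK3beta; Medium: Tris/MgCl2 kinase buffer; Timing: 60 min enzyme reaction, room temperature; Signal: ADP-Glo luminescence quantifying ADP generated by kinase; Evaluation: score relative to plate controls; Benchmarks: DMSO neutral wells and GW8510 at 20 µM as positive.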
# KCNK9 block = KCNK9 potassium channel inhibitors, primary screen, HEK293 cells, thallium flux | Potassium channel subfamily K member 9 (Homo sapiens), Q9NPC2 | FluxOR thallium flux fluorescence; active compounds read low | B-score at 10 µM | 310,000 tested, 1.2% active | AID 488922, 2010;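 active = ratio B-score over 3 SD below the library mean, with starting fluorescence within 5 SD of its mean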;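 also: negative B-score means less thallium flux so channel inhibition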
# KCNK3 inh = human KCNK3 channel inhibitors, primary screen, CHO cells, FluxOR thallium flux, B-score; FluxOR fluorescence; active compounds read low; Potassium channel subfamily K member 3 (Homo sapiens), O14649; B-score at 10 µM; 340,000 tested, 0.84% active; AID 602410, 2012;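 active = B-score under library mean minus 4 SD, starting fluorescence ratio at most library mean plus 5 SD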;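 also: more negative B-score means stronger inhibition of thallium flux through KCNK3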
# RGS4 inh = RGS4 inhibitors, primary screen, cell-based, HEK293 M3R inducible RGS4, calcium flux. Regulator of G-protein signaling 4 (Homo sapiens), P49798. B-score at 10 µM. AID 463165, 2010. Fluo-4 calcium flux; active compounds read high; triggered by carbachol at its EC20. 310,000 tested, 0.45% active;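 active = B-score, a plate-corrected calcium signal, over three deviations above library mean, with baseline fluorescence within five deviations of library mean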;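 also: RGS4 expression induced by doxycycline in cells with stable M3 receptor; B-score is computed from the integrated fluorescence ratio over baseline after carbachol; higher B-score means a larger calcium signal and so more RGS4 inhibition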
# KCNQ1 act = potentiators or activators of KCNQ1 channel, primary screen, cell-based, thallium flux, high-throughput; B-score at 10 µM; 310,000 tested, 0.35% active; Potassium voltage-gated channel subfamily KQT member 1 (Homo sapiens), P51787; CHO-K1 KCNQ1, thallium flux FluxOR fluorescence; active compounds read high;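 active = fluorescence ratio B-score, a plate-corrected score, at least three library SD, with initial intensity B-score within 5 SD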
# Target sequence (P51787 whole entry, looked up): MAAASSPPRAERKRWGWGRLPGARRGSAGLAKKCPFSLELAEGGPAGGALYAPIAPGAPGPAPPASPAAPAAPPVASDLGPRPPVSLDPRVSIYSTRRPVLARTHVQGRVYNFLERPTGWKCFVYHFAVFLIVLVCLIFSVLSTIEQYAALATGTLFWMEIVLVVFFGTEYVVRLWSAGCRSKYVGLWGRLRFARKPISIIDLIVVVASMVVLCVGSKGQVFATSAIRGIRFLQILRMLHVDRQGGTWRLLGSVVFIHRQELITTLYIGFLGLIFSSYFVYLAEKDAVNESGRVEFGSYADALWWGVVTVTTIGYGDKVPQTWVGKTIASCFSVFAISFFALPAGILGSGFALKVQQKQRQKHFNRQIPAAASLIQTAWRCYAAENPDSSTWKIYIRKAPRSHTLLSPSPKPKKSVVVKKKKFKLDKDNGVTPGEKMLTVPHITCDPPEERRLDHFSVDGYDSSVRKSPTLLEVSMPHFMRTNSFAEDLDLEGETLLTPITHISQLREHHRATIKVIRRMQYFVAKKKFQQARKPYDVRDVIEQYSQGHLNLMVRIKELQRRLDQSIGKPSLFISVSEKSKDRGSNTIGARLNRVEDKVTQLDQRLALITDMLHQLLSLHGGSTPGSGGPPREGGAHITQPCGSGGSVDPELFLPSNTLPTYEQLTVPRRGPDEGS
#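 System: Stable KCNQ1 CHO-K1 line | Incubation: 90 min dye loading and 20 min compound exposure, both at room temperature | Measure: Ratio B score | Medium: Assay buffer for compound exposure, DMSO matched across wells | Compound dosing: Single-concentration screen | Probe or stimulus: K+/Tl+ depolarizing stimulus | Measured by: Kinetic FluxOR fluorescence, 10 s baseline plus 110 s post-stimulus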
# GSK3 alpha inh = blockers of GSK3A enzyme activity – biochemical, luminescence, cell-free homogeneous, HTS, primary screen | GSK-3 alpha kinase, ADP-Glo luminescence, 60 min | 320,000 tested, 0.1% active | inhibition, % at 10 µM;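 in the data active = inhibition above about 50%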;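 also: GST-tagged GSK-3 alpha with peptide substrate and 25 µM ATP; 0% = DMSO neutral wells and 100% = GW8510 positive control wells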
# PolyA inhibitor = polyadenylation inhibitors in yeast reporter cells, primary screen, luminescence, S. cerevisiae | 300,000 tested, 0.02% active | calls only at 12 µM | AID 1875, 2009 | S. cerevisiae SKY197-pL101 polyadenylation reporter, beta-gal luminescence; efflux-impaired pdr1/pdr3 knockout yeast; score 100 = 6 SD above DMSO;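 active = lowest replicate activity score at least 50, where 100 means six control SD above control mean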;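 also: yeast exposed to compound for 9 h at 30 °C; higher score means more reporter readthrough which indicates perturbed polyadenylation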
# KCNQ1 inh = inhibitors of human KCNQ1 channel, primary screen, cell-based, thallium flux, high-throughput; B-score at 10 µM; 310,000 tested, 1.3% active; Potassium voltage-gated channel subfamily KQT member 1 (Homo sapiens), P51787; CHO-K1 KCNQ1, FluxOR thallium flux fluorescence; active compounds read high;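 active = compounds whose thallium flux B-score, printed positive for inhibition, exceeds three library SD while starting fluorescence stays within three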;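 also: channel opened by potassium depolarization with thallium stimulus after 20 min compound exposure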
# Dyrk1A ADPGlo = rat Dyrk1A kinase inhibitors, primary screen, biochemical, single point, plate reader; Dual specificity tyrosine-phosphorylation-regulated kinase 1A (Rattus norvegicus), Q63470; 310,000 tested, 0.43% active; ADP-Glo luminescence, NFATc1 peptide; AID 504441, 2011; inhibition, % at 12.5 µM; in the data active = inhibition above about 50%;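 also: plate controls were vehicle with enzyme for no effect and no enzyme for full effect; many of its hits are not listed in these tables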
# An asterisk follows results filed as active; i = inactive; · = no result given; & = joins results of further samples.
SMILES,RGS4 pot,hERG rescue,GSK3beta inhib,KCNK9 block,KCNK3 inh,RGS4 inh,KCNQ1 act,GSK3 alpha inh,PolyA inhibitor,KCNQ1 inh,Dyrk1A ADPGlo
NNC(=O)c1cccc(COc2ccc3c(c2)CCC3)c1,i,-10,1,i,i,i,i,5,i,i,-3
O=C(c1ccc(Cl)cc1)c1cc([N+](=O)[O-])ccc1N1CCOCC1,i,-15,0,i,i,i,i,-1,i,i,-3
CCOC(=O)N/N=C/c1cc(C)n(-c2cccc3ccccc23)c1C,i,-5,1,-8.3*,i,i,i,1,i,i,5
CCCc1cc(=O)[nH]c(SCc2nc3ccccc3o2)n1,i,-5,6,i,i,i,i,-6,i,i,1
Cc1cccc(NS(=O)(=O)c2ccc3c(c2)oc(=O)n3C)c1C,i,-7,3,i,i,i,i,0,i,i,-1
Cn1c(C(=O)NCC2CCCO2)cc2c(=O)n3ccccc3nc21 (stereo not given),i,-5,2,i,i,i,i,-2,i,i,13
CC(C)c1ccc(NC(=O)NCc2ccc(F)cc2)cc1,i,-8,5,i,i,i,i,-1,i,i,2
COc1ccc(C2/C=C\CN(C(=O)c3ccc(C)cc3)[C@H](Cc3ccccc3)C(=O)N2Cc2ccc(F)cc2)cc1 (stereo not given in full),i,-13,2,i,i,i,i,-2,i,i,5
CC1=C(C(=O)Nc2ccccc2)C(c2cccc([N+](=O)[O-])c2)Nc2nc3ccccc3n21 (stereo not given),i,-7,0,i,i,i,i,3,i,i,-4
CCC1SC2=NCN(c3ccccc3)CN2C1=O (stereo not given),i,-10,0,i,·,i,i,0,i,i,·
O=C(O)Cc1ccc2ocnc2c1,i,-10,-1,i,i,i,i,·,i,i,0
CNC(=S)c1cc(C(C)(C)C)c(O)c(C(C)(C)C)c1,i,-7,0,i,i,i,i,-2,i,i,-5
O=C(CC1SC(=NCCc2ccccc2)N(/N=C/c2cccs2)C1=O)Nc1ccc(Cl)cc1 (stereo not given),i,-4,-2,i,i,i,i,-1,i,i,4
O=C(CNC(=O)c1ccc(F)cc1)N/N=C/c1cccnc1,i,-6,2,i,i,i,i,0,i,i,5
COC(=O)C1=C(C)N(Cc2ccco2)C(=O)/C1=C\c1ccc(N(C)C)cc1,i,-9,-4,i,i,i,i,-5,i,i,-12
Cc1ccc(C)c(S(=O)(=O)Nc2ccc(O)c3ccccc23)c1,i,-10,0,i,i,i,i,4,i,i,-4
O=C(CSCc1cccc(CSCC(=O)Nc2ccccc2)n1)Nc1ccccc1,i,-15,4,i,i,i,i,0,i,i,-3
CC(C)Oc1ccc(C(=O)NC2(C(F)(F)F)NC(=O)N(CCCc3ccccc3)C2=O)cc1 (stereo not given),-7.1*,-12,2,i,i,i,i,0,i,i,6
COc1cccc(C(=O)Nc2ccc(N3CCCC3)cc2)c1,i,-12,-5,i,i,i,i,2,i,i,4
COc1cc(NC(=O)c2ccc(-c3ccc(Br)cc3)o2)ccc1NC(=O)C(C)C,i,-13,1,i,i,i,i,-4,i,i,8

# Two compounds from above, limited to Dyrk1A ADPGlo.
structure | Dyrk1A ADPGlo
COc1cccc(C(=O)Nc2ccc(N3CCCC3)cc2)c1 | 4
COc1cc(NC(=O)c2ccc(-c3ccc(Br)cc3)o2)ccc1NC(=O)C(C)C | 8

# Next part
SMILES,RGS4 pot,hERG rescue,GSK3beta inhib,KCNK9 block,KCNK3 inh,RGS4 inh,KCNQ1 act,GSK3 alpha inh,PolyA inhibitor,KCNQ1 inh,Dyrk1A ADPGlo
O=C1CCN(Cc2cccnc2)CCN1[C@H](CO)Cc1ccccc1,i,2,1,i,i,i,i,4,i,i,-4
O=C(c1ccccc1)N1CCN(S(=O)(=O)N2CCCCCC2)CC1,i,-4,4,i,i,i,i,5,i,i,0
C/C(=N\NC(=O)CNC(=O)c1ccncc1)c1ccc(C)cc1,i,-13,-1,i,i,i,i,0,i,i,-1
CC(=O)OC1C(N2CCCCC2)c2c(ccc(/C=C/C(=O)N3CCCCC3)c2O)OC1(C)C (stereo not given),i,-3,1,i,i,i,i,8,i,i,·
c1ccc(CN2CCOCC2)cc1,i,2,2,i,i,i,i,4,i,i,2
O=C(CN1CCCCC1)N1c2ccccc2CCc2ccccc21,i,-7,3,i,i,i,i,-3,i,i,-3
O=S(=O)(N/N=C/c1ccc(Cl)cc1)c1ccc(Cc2ncc(C(F)(F)F)cc2Cl)s1,i,-17,0,i,-9.3*,i,i,-1,i,10*,0
COC(=O)c1cc(OC)c(OC)cc1NC(=O)Nc1cccc(C(C)=O)c1,i,-8,-1,i,i,i,i,0,i,i,1
CCCC(=O)NC(Nc1ccccc1F)C(Cl)(Cl)Cl (stereo not given),i,-10,2,i,·,i,i,-2,i,i,·
O=C1CN(C(=O)c2cccc(Br)c2)c2ccccc2N1,i,-1,1,i,i,i,i,0,i,i,-2
COc1cc2c(cc1OC)-c1cc(N3CCc4ccccc43)nc(=O)n1CC2,i,-9,3,i,i,i,i,0,i,i,·
CCCCNC(=O)C(Sc1ccccc1)c1ccccc1 (stereo not given),i,-12,2,i,i,i,i,-3,i,i,0
CCOc1cc(/C=N/NC(=O)c2cc(C)[nH]n2)ccc1OC(=O)c1ccc([N+](=O)[O-])cc1,i,-7,2,i,·,i,i,-2,i,i,·
COC(=O)c1cc(OC(=O)CCc2ccc(OC)c(OC)c2)cc(C(=O)OC)c1,i,-3,4,i,i,i,i,-1,i,i,12
CN(C(=O)COC(=O)C1=COCCO1)c1c(N)n(Cc2ccccc2)c(=O)[nH]c1=O,i,-20,-2,i,i,i,i,0,i,i,-4
CSCC[C@H](NC(=O)Nc1ccc(C)cc1)C(=O)O,i,2,-2,i,i,i,i,3,i,i,11
Cc1ccc(C(=O)NC2CC(=O)N(c3ccc4c(c3)OCCO4)C2)cc1[N+](=O)[O-] (stereo not given),i,-13,2,i,i,i,i,0,i,i,0
Cc1ccc(S(=O)(=O)Nc2ccc(N3CCOCC3)nc2)cc1,i,-8,-3,i,i,i,i,-5,i,i,-1
Cc1ccc(S(=O)(=O)N2CC(O)C2)cc1,i,-1,-1,i,i,i,i,-2,i,i,-1
Cc1ccc(CSCC(=O)NCc2ccco2)cc1,i,-12,3,i,i,i,i,-1,i,i,0
CC(=O)N/C(=C/c1ccc2c(c1)OCO2)C(=O)Nc1ccccc1,i,-3,0,i,i,i,i,-1,i,i,4
Cc1cccc(-n2nnnc2SCC(=O)Nc2cccc(S(N)(=O)=O)c2)c1,i,-7,-2,i,i,i,i,·,i,i,·
CCCC(c1nnnn1CCOC)N1CCN(c2cccc(OC)c2)CC1 (stereo not given),i,-7,2,i,i,i,i,·,i,i,3
CC(C)(C)C(=O)Nc1cccc(C(=O)Nc2cc(C(=O)O)cc(C(=O)O)c2)c1,i,-2,-2,i,i,i,i,-3,i,i,-1
COc1ccc(N2CCN(C(=O)CSc3nnc(NC(=O)C4CC4)s3)CC2)cc1,i,2,1,i,i,i,i,1,i,i,·
CC(C)Nc1nnc(SCC(=O)Nc2ccc(F)cc2)s1,i,-4,0,i,i,i,i,0,i,i,0
O=C(c1ccncc1)N(Cc1cc2ccccc2[nH]c1=O)C1CCCCC1,i,-9,6,i,i,i,i,0,i,i,1
COC(=O)N1c2ccccc2CCc2ccccc21,i,-5,-2,i,i,i,i,-3,i,i,2
CC(OC(=O)c1snc(C(=O)NC2CCCCC2)c1N)C(=O)NC1CCCCC1 (stereo not given),i,-11,1,i,i,i,i,0,i,i,-1
NC(=O)c1sc2nc3c(c(-c4ccccc4)c2c1N)CCC3,i,-8,1,i,i,i,i,28,i,i,10
CC1CCN(C(=O)CSc2nnc(CNC(=O)c3c(F)cccc3F)o2)CC1,i,-3,3,i,i,i,i,-1,i,i,-3
Cc1cc(CNC(=S)Nc2cccc(Cl)c2Cl)nn1C,i,-10,1,i,i,i,i,-1,i,i,·
COc1ccc(/C=C/C(=O)NC(=S)NN2CCCCC2c2cccnc2)cc1OC (stereo not given),i,-7,3,i,i,i,i,-1,i,i,3
Cc1ccc(OCC(=O)Nc2nnc(C3CCCO3)s2)c(Br)c1 (stereo not given),i,-6,-2,i,i,i,i,-1,i,i,2
N#CC1=C2SCN(c3ccccc3)CN2C(=O)CC1c1c(Cl)cccc1Cl (stereo not given),i,-17,-3,i,i,i,i,-1,i,i,-3
Cc1ccccc1OCCNc1cc(N2CCN(CCO)CC2)ccc1[N+](=O)[O-],i,-20,3,i,i,i,i,-2,i,i,5
Cc1nc(-n2nnc3cc(C)c(C)cc32)c2c3c(sc2n1)CCCC3,i,-15,1,i,i,i,i,1,i,i,-8
CC(C)c1nnc(SCc2ccc(CSc3nnc(C(C)C)n3N)cc2)n1N,i,-10,0,i,i,i,i,0,i,i,·
CC1CCCCC1NC(=O)C1Cc2ccccc2CN1S(C)(=O)=O (stereo not given),i,-5,-5,i,i,i,i,1,i,i,13
COc1ccc(NC(=O)O/N=C/c2ccccc2)cc1,i,-2,2,i,i,i,i,-3,i,i,-2
NC(=O)OCC(COC(N)=O)c1ccccc1,i,-7&-7,1&3,i,i,i,i,-6&-6,i,i,-1&-4

# Screening results from PubChem BioAssay.

# The list is partial, so the mix of outcomes need not match the whole.
